# TGFb SMAD3 inh – TGF-b pathway inhibition | HepG2 CAGA-GFP TGF-b/SMAD3 reporter, GFP fluorescence, 18 h; TGF-beta stimulated, 500 pg/mL final | Potency, µM (doses to about 46.1 µM), for the others: top-dose activity, negative = inhibition, usual class: inhibitors | actives 1.2% (n = 410,000); also: potency is read from the fitted curve at half-maximal effect; % is scaled to controls: 0 for no effect and ±100 for the full control effect; nearly all actives have a fitted effect of over 65% in size
#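 TGF-beta reporter screen: HEPG2 CAGA-GFP, 1% FBS, 500 pg/mL TGF-beta final, 18 h; per-cell GFP summed per well; curves fitted and categorized by class.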
# Nrf2 ARE act – Nrf2 pathway activation; AREc32 ARE-luciferase reporter (MCF7-derived line), luminescence, 24 h; Potency, µM (titrated, usually from 46.1 µM), for inactives: at the top dose activation, usual class: activators; actives 0.31% (n = 410,000); AID 624171; also: potency is read from the fitted curve at half-maximal effect; % of control where 0% means no effect; nearly all actives have a fitted effect of over 65% in size
#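 Steps: seed AREc32_Fluc cells (1000/well, 5% FBS OPTI-MEM); incubate overnight at 37 deg C; add 23 nL compound; incubate 24 hr; add Steady-Glo; hold 30 min RT; read luminescence.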
# EPAC2 ag – activates human EPAC2 exchange factor. EPAC2 activation, biochemical qHTS; response scale: 100% = 6.5 mM cAMP response. Q8WZA2. Potency, µM (titrated, usually from 154 µM), without a hit: at the highest dose activation, hits mostly activators. actives 0.079% (n = 360,000); also: potency is read from the fitted curve at half-maximal effect; nearly all actives have a fitted effect of over 50% in size
# Target sequence (Q8WZA2 whole entry, looked up): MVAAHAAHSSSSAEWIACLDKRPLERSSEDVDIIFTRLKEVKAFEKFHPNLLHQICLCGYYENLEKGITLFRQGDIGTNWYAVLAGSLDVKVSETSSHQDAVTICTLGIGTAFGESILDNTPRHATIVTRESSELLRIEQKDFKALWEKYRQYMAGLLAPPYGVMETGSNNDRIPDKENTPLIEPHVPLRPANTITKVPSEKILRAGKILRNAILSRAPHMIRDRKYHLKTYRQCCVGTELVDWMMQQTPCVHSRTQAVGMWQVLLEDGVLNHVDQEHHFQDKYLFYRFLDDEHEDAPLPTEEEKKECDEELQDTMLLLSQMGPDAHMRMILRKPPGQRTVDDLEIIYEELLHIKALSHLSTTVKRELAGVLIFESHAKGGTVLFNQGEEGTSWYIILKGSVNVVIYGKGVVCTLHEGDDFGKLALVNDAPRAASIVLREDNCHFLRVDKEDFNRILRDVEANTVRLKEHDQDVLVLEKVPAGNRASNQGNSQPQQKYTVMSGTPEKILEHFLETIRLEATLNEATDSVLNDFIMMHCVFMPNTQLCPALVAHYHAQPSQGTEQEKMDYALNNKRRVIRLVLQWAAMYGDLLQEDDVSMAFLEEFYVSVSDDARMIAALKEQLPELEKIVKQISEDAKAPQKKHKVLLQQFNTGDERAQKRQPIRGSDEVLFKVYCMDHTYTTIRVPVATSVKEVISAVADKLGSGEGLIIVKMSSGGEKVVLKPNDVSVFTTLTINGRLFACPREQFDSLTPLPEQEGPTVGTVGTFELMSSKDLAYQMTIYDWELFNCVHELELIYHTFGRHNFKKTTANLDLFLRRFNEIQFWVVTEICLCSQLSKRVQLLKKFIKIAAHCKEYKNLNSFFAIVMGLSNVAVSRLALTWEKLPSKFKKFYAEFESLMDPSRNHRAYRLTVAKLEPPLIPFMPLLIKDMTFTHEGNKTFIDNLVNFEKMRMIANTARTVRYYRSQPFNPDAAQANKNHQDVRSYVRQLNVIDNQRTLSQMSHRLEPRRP
#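 Each well held 100 nM EPAC2, 250 nM RAP1B-BODIPY-GDP and 50 uM GDP. Fluorescence, read at 5-min intervals to 30 min, was referenced to a 6.5 mM cAMP positive control.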
# Nrf2 inh – inhibitors of Nrf2 signaling; A549 ARE-Fluc reporter, luciferase luminescence, 18-24 h; Potency, µM (highest dose often 46 µM), without a hit: top-dose activity change, negative = inhibition, actives largely listed as inhibitors; actives 2.1% (n = 360,000); AID 504444; also: potency is read from the fitted curve at half-maximal effect; % is scaled to controls: 0 for no effect and ±100 for the full control effect; nearly all actives have a fitted effect of over 60% in size
#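 Quantitative HTS in A549 cells stably bearing an antioxidant response element-firefly luciferase construct. Inhibition of Nrf2-driven transcription was scored by luminescence after 18-24 h of compound exposure at 37 °C.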
# CCT modulator – modulators of cytosolic chaperonin (CCT/TRiC) activity. purified chaperonin ATPase assay, HTRF ADP detection, 30 min. activity change, % (no concentration beside the values), hits read low. actives 0.3% (n = 360,000). AID 651819; in the data active = activity change below about -30%; also: % is scaled to controls: 0 for no effect and ±100 for the full control effect
#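 First, chaperonin was dispensed at 40 nM or 20 nM final depending on batch activity. Next, compounds were pinned at 76 uM and ATP added at 10 uM. After 30 min at 37 °C, ADP detection reagents ran 30 min at ambient temperature.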
# MmCpn inh – blocks the Methanococcus maripaludis chaperonin Mm-Cpn; purified Mm-Cpn ATPase, ADP Transcreener TR-FRET; Potency, µM (highest dose often 76.9 µM), for the others: at the highest dose activity, negative = inhibition, usual class: inhibitors; actives 0.031% (n = 330,000); AID 504842; also: potency is read from the fitted curve at half-maximal effect; % is scaled to controls: 0 for no effect and ±100 for the full control effect; nearly all actives have a fitted effect of over 80% in size
#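 25 nM Mm-CPN + cpd, 10 min 37°C; + 10 uM ATP, 30 min 37°C; buffer 30 mM Tris pH 7.4, 100 mM KCl, 5 mM MgCl2, 1 mM DTT; Transcreener ADP HTRF detection 30 min RT.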
# A549 viability – kills or reduces viability of A549 cells in Nrf2 counter-screen; A549 ARE-Fluc cells, CellTiter-Fluor viability, 18-24 h; Potency, µM (titrated, usually from 46 µM), inactives show top-dose activity change, negative = cytotoxicity, hits mostly inhibitors; actives 0.16% (n = 390,000); also: potency is read from the fitted curve at half-maximal effect; % is scaled to controls: 0 for no effect and ±100 for the full control effect
#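 A549 ARE-Fluc cells in 5% FBS OPTI-MEM, 5000 cells/well, rested 2 h then exposed to compounds in concentration-response for 18-24 h at 37 °C. Viability by CellTiter-Fluor fluorescence (Ex 405/Em 525) after 30 min; luciferase luminescence (BugLite, 15 min, RT) read afterwards.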
# EPAC2 antagonist – EPAC2 (human) antagonism | AID 720708 | Potency, µM (doses to about 114 µM), without a hit: at the top dose activity, negative = inhibition, usual class: inhibitors | actives 0.18% (n = 360,000) | EPAC2 GEF exchange of Rap1B-BODIPY-GDP, fluorescence | Q8WZA2; also: potency is read from the fitted curve at half-maximal effect; % is scaled to controls: 0 for no effect and ±100 for the full control effect; nearly all actives have a fitted effect of over 45% in size; many of its hits are not listed in these tables
# pAkt inh – blocks phosphorylation of Akt. Neuro2A IGF-stimulated pAkt S473 HTRF, 20 min; stronger effect = lower value. activity change, % for hits at 50 µM. actives 0.32% (n = 360,000); in the data active = activity change below about -80%; inconclusive = mostly about -51% to -80%; also: % is scaled to controls: 0 for no effect and ±100 for the full control effect
#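 Neuro2A cells (4,500/well, DMEM with 0.5% FBS) were treated with compound at a single 50 µM final concentration, stimulated with 6 nM IGF for 20 min at 37 °C, and lysed. Phospho-Akt Ser473 was read by HTRF as 665/615 ratio ×10^4.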
# * hit, by the source's call; i = inactive; ? = inconclusive; · = no result given; [ ] = dose if it differs, or a comment. Unless noted, calls follow the shape of the dose curve; as a rule, active = well fitted curve in the direction sought with a large enough effect; inconclusive = small, poorly fitted or top-dose-only effect, or another doubt; inactive = no such curve, though single readings can be large; an effect the other way counts as inactive or inconclusive. Some of the compounds tested, so the mix of outcomes need not match the whole.
# The opening two compounds, ahead of the listing:
mol | TGFb SMAD3 inh | Nrf2 ARE act | EPAC2 ag | Nrf2 inh | CCT modulator | MmCpn inh | A549 viability | EPAC2 antagonist | pAkt inh
Cc1ccc(C)c(NC(=O)c2cc(-c3ccccc3O)n[nH]2)c1 | -4% | 0.1% | -1% | -3% | 1.1 | 0% | -8% | 5% | i
CCN(CC(=O)NCCc1ccccc1)S(=O)(=O)c1ccc(Br)cc1 | -8% | 0.3% | 11% | ? | -26 | 0% | 0% | -4% | i

# This part in full, from the first entry:
mol | TGFb SMAD3 inh | Nrf2 ARE act | EPAC2 ag | Nrf2 inh | CCT modulator | MmCpn inh | A549 viability | EPAC2 antagonist | pAkt inh
Cc1ccc(C)c(NC(=O)c2cc(-c3ccccc3O)n[nH]2)c1 | -4% | 0.1% | -1% | -3% | 1.1 | 0% | -8% | 5% | i
CCN(CC(=O)NCCc1ccccc1)S(=O)(=O)c1ccc(Br)cc1 | -8% | 0.3% | 11% | ? | -26 | 0% | 0% | -4% | i
O=C(NCc1cccnc1)c1ccc(COc2ccccc2Cl)o1 | -13% | 0.9% | 10% | -14% | -1.5 | -1% | 2% | -7% | i
COc1cc(OC)c(NC(=O)CSCc2nc(-c3ccc(OC)c(OC)c3)no2)cc1Cl | 0% | 0.2% | · | -4% | · | · | 7% | · | ·
CC(=O)Nc1ccc(C(=O)Nc2nc(-c3cccnc3)cs2)cc1 | 21% | 2.5% | 13% | 5% | 1.4 | -2% | 0% | -3% | i
COc1ccc(C(=O)NNC(=O)Nc2ccc(C)cc2)cc1 | ? | 4.8% | 5% | -13% | -1.7 | 0% | -11% | -1% | i
O=c1c2sc3ccccc3c2n(Cc2ccccc2)c(=O)n1Cc1ccccc1 | -2% | -1.3% | · | 6% | · | · | 7% | · | ·
O=C(Nc1ccc2c(c1)OCO2)C1CC1(Cl)Cl (stereo not given) | 5% | 4.8% | 5% | 23% | -1.2 | 0% | -1% | 6% | i
S=C(NCCc1ccccc1)Nc1ccc(Br)cc1 | ? | 0.6% | 11% | ? | -3.2 | 1% | 2% | -4% | i
COC(=O)c1ccccc1NC(=O)Cn1cnc([N+](=O)[O-])c1 | 7% | -0.9% | 6% | 1% | 0.0 | 2% | -3% | -2% | i
Cc1csc(NC(=O)CCNC(=O)c2ccc([N+](=O)[O-])cc2)n1 | 6% | -1.8% | 27% | -4% | -2.8 | -1% | 3% | -3% | i
COCCOCC(O)CN1CCN(c2ccccc2)CC1 (stereo not given) | -2% | -0.5% | 4% | ? | 0.9 | 0% | 1% | 10% | i
Cn1c(=O)oc2cc(S(=O)(=O)CCC(=O)N3CCN(c4cccc(Cl)c4)CC3)ccc21 | 10% | -0.7% | · | -6% | · | · | 1% | · | ·
CCOc1ccc(C(=O)N2CCN(C(=O)c3ccco3)CC2)cc1OCC | -3% | -0.2% | 4% | 7% | 0.2 | 1% | -7% | 8% | i
O=C1CCCc2c1[nH]c1ccc(Br)cc21 | -20% | 2.2% | -11% | 2% | -1.7 | -7% | -4% | 5% | i
CCc1noc(C)c1C(=O)Nc1cc(Cl)ccc1-n1cncn1 | 0% | 0.0% | -4% | 7% | -2.3 | 0% | -4% | 13% | i
Cc1ccc(C(=O)NCC(=O)OCCCOC(=O)CNC(=O)c2ccc(C)c(C)c2)cc1C | 2% | 0.8% | 0% | -2% | -6.8 | 2% | 8% | -6% | i
CCC(O)c1cc2c(cc1NC(=O)c1cccc(Br)c1)OCCO2 (stereo not given) | -7% | 1.8% | · | -30% | · | · | -2% | · | ·
COc1ccc(OC)c(C2C(C(=O)N(C)C)=C(C)Nc3nc4ccccc4n32)c1 (stereo not given) | -2% | -0.1% | 4% | 4% | -0.9 | 0% | 0% | 16% | i
COc1ccc(-c2cc(=O)oc3cc(OCC(=O)N4C[C@H]5C[C@@H](C4)c4cccc(=O)n4C5)ccc23)cc1 | 1% | 4.0% | -6% | 5% | 0.5 | 0% | 5% | 0% | i
O=C(CCCCn1c(=O)c2ccccc2n(Cc2ccc(Cl)cc2)c1=O)NCc1ccco1 | 2% | -0.5% | 5% | · | -2.7 | -1% | 0% | 0% | i
Cc1cccnc1NC(=O)c1ccc([N+](=O)[O-])o1 | ? | 22µM* | 10% | ? | -1.3 | 0% | -8% | 6% | i
O=C(COC(=O)C(O)C(O)C(=O)OCC(=O)c1ccc(C(F)(F)F)cc1)c1ccc(C(F)(F)F)cc1 (stereo not given) | -13% | 0.7% | -5% | 8% | -1.4 | 2% | -7% | 9% | i
CCCCn1c(Cl)nc2c1c(=O)n(C)c(=O)n2C | -21% | 0.3% | -3% | 4% | 0.2 | 0% | -10% | -2% | i

# Reformatted field by field: part of the list above
COc1ccc(-c2cc(=O)oc3cc(OCC(=O)N4C[C@H]5C[C@@H](C4)c4cccc(=O)n4C5)ccc23)cc1
  TGFb SMAD3 inh: 1%	Nrf2 ARE act: 4.0%	EPAC2 ag: -6%	Nrf2 inh: 5%	CCT modulator: 0.5	MmCpn inh: 0%	A549 viability: 5%	EPAC2 antagonist: 0%	pAkt inh: i

O=C(CCCCn1c(=O)c2ccccc2n(Cc2ccc(Cl)cc2)c1=O)NCc1ccco1
  TGFb SMAD3 inh: 2%	Nrf2 ARE act: -0.5%	EPAC2 ag: 5%	Nrf2 inh: ·	CCT modulator: -2.7	MmCpn inh: -1%	A549 viability: 0%	EPAC2 antagonist: 0%	pAkt inh: i

Cc1cccnc1NC(=O)c1ccc([N+](=O)[O-])o1
  TGFb SMAD3 inh: ?	Nrf2 ARE act: 22µM*	EPAC2 ag: 10%	Nrf2 inh: ?	CCT modulator: -1.3	MmCpn inh: 0%	A549 viability: -8%	EPAC2 antagonist: 6%	pAkt inh: i

O=C(COC(=O)C(O)C(O)C(=O)OCC(=O)c1ccc(C(F)(F)F)cc1)c1ccc(C(F)(F)F)cc1 (stereo not given)
  TGFb SMAD3 inh: -13%	Nrf2 ARE act: 0.7%	EPAC2 ag: -5%	Nrf2 inh: 8%	CCT modulator: -1.4	MmCpn inh: 2%	A549 viability: -7%	EPAC2 antagonist: 9%	pAkt inh: i

# Continued.
mol | TGFb SMAD3 inh | Nrf2 ARE act | EPAC2 ag | Nrf2 inh | CCT modulator | MmCpn inh | A549 viability | EPAC2 antagonist | pAkt inh
CCSc1nnc(-c2ccccc2SC)o1 | 2% | 21%[9.22 µM] | -4% | 11% | -1.6 | -10% | 3% | -7% | i
Cc1ccnc(SCC(=O)c2cc3ccccc3o2)n1 | -3% | 3.6% | 9% | -4% | -1.1 | -1% | 1% | -27% | i
CS(=O)(=O)N1CCc2cc(C(=O)NCCc3ccccc3)ccc21 | ? | 0.2% | · | ? | · | · | 7% | · | ·
S=C(NCCCc1cnc[nH]1)NCCCN(Cc1ccccc1)c1ccc(Br)cn1 | ? | 9.1% | 10% | -6% | · | · | ? | -9% | ·
O=C(c1ccc(COc2ccc3ccccc3c2)o1)N1N=C(C(F)F)CC1(O)C(F)F (stereo not given) | 11µM* | -2.8% | 8% | 1% | 0.4 | -1% | ? | -1% | i
COc1ccc(-c2ccc(-c3noc(-c4ccccc4C)n3)c(OC)n2)cc1 | 9% | 0.4% | -1% | -24% | -0.8 | -19% | -5% | 1%[57.1 µM] | i
CCC(=O)Nc1nc2nc(-c3ccccc3)cc(-c3ccccc3)n2n1 | 9% | 16% | 3% | 5% | -2.6 | 0% | 3% | 5% | i
Cc1ccc(CCNC(=O)CCNS(=O)(=O)c2ccc3c(c2)c(=O)n(C)c(=O)n3C)cc1 | 2% | -0.5% | -7% | -19% | 0.8 | 1% | -3% | -3% | i
CC1(C)CC(=O)N(c2cccc(C(F)(F)F)c2)C(=O)C1 | 30% | 0.2% | -4% | 2% | 1.7 | 1% | 12% | 12% | i
O=c1c2cnn(-c3ccccc3)c2ncn1CCc1ccccc1 | 6% | 1.5% | -7% | 15% | -3.5 | 0% | 7% | -1% | i
O=C(NC(Cc1ccccc1)C(=O)NCc1ccccn1)c1ccco1 (stereo not given) | 0% | 15% | 11% | 6% | -3.0 | -1% | · | -2% | i
O=C(COC(=O)c1cccc(O)c1)Nc1nnc(-c2ccccc2)o1 | 20% | -0.4% | -2% | 3% | 1.8 | 0% | 0% | 4% | i
O=C(O)c1ccccc1C(=O)Nc1ccc(-n2nc(C(F)(F)F)cc2C(F)(F)F)cc1 | ? | -0.3% | -3% | -12% | -0.1 | -3% | -1% | -15% | i
COCCCn1c(-c2ccc(Cl)cc2)n[nH]c1=S | 5% | 0.4% | 3% | 11% | -0.6 | 2% | 7% | -2% | i
Cc1ccc(C(=O)N2CCN(S(C)(=O)=O)C2)cc1 | -13% | -0.7% | -3% | 4% | 1.3 | -15% | 6% | -7% | i
COc1cccc(CNC(=O)CCNC(=O)N2CCn3c2nc2ccccc23)c1 | -9% | 0.0% | 3% | 0% | -1.1 | -1% | -5% | 11% | i
O=C(NCc1ccc(F)cc1)C1CCCN(c2cnccn2)C1 (stereo not given) | 0% | 0.2% | -5% | 14% | 2.0 | 1% | -5% | -9% | ·
CS(=O)(=O)N1CCN(C(=O)Cc2ccc(Br)cc2)CC1 | -3% | -0.9% | 11% | 3% | -2.1 | ? | -2% | 6% | i
Cc1ccc(S(=O)(=O)NCc2ccccc2)cc1C(=O)N1CCN(S(=O)(=O)c2ccccc2)CC1 | -9% | -0.6% | 9% | 0% | -2.6 | 0% | -2% | 6% | i

# Source: PubChem (National Center for Advancing Translational Sciences (NCATS))
